Bioassay records: PubChem BioAssay, NCI
All columns: NCI-60 one-dose screen, growth in % after 48 h at 10 µM unless noted; 100 = growth as untreated, 0 = no growth, -100 = all killed.
SR = SR leukemia cells; 8.7% of 73,000 active
EKVX = EKVX NSCLC | 3% of 71,000 active
MOLT-4 = MOLT-4 leukemia cells. 6.9% of 80,000 active
HOP-62 = HOP-62 NSCLC | 3.9% of 80,000 active | AID 1794735
RPMI-8226 = RPMI-8226 leukemia cells; 7.5% of 77,000 active; AID 1794781
A549/ATCC = A549/ATCC NSCLC | 3.7% of 81,000 active | AID 1794740
CCRF-CEM = CCRF-CEM leukemia; 7% of 77,000 active; AID 1794778
HOP-92 = HOP-92 NSCLC cells. 6.3% of 71,000 active. AID 1794738
Active calls of the source: *; / = not tested or not shown. How the source made its calls: active means growth percent below 10; inactive means the rest.

SMILES | SR | EKVX | MOLT-4 | HOP-62 | RPMI-8226 | A549/ATCC | CCRF-CEM | HOP-92
CCSc1cc(=O)[nH]c(N)n1 | 85 | 91 | 87 | 107 | 104 | 99 | 110 | 102
Clc1ccc(-c2cc(-c3ccc(Cl)cc3)cc(-c3ccc(Cl)cc3)c2)cc1 | 106 | 103 | 108 | 102 | 106 | 85 | 107 | 126
Nc1ccc(Oc2ccc(-c3ccccc3)cc2)cc1 | 80 | 108 | 79 | 97 | / | 103 | 96 | 87
C/C(=N\O)c1ccc(NC(=O)CN2CCN(c3cc4c(cc3F)c(=O)c(C(=O)O)cn4C3CC3)CC2)cc1 | / | 102 | 99 | 91 | 93 | 87 | 98 | 101
c1ccc(Cn2cc(CCc3ccncc3)c3ccccc32)cc1 | 107 | 89 | 93 | 115 | 91 | 99 | 100 | 107
CCCC(O)c1ccccc1C (stereo not given) | 97 | 112 | 95 | 107 | 107 | 104 | 102 | 113
COC(=O)C(=O)/C=C(\O)c1cc2cc(Cl)ccc2o1 | 98 | 134 | 97 | 102 | 93 | 116 | 101 | 78
CO/N=C/c1ccc[n+](C)c1 | 89 | / | 94 | 106 | 107 | 107 | 105 | /
COc1ccc(/C=C2\Cc3ccccc3C2=O)cc1 | / | / | 83 | 98 | 88 | 81 | / | 75
OCCC1(O)CCCCC1 | 86 | / | 94 | 104 | 87 | 97 | 85 | /
COc1ccc(/C=C/C(=O)n2cnc3c(N)ncnc32)cc1OC | 25 | 90 | 49 | 79 | 33 | 83 | 20 | 114
N#Cc1c(-c2ccccc2)nc(SCC(O)CN2CCOCC2)nc1N1CCOCC1 (stereo not given) | 85 | 65 | 83 | 48 | 105 | 80 | 88 | 31
CCC(=O)NCc1cc(-c2ccc(Cl)cc2)n(-c2ccccc2)c1C | / | 72 | 64 | 100 | 53 | 66 | 69 | 94
CN(C(=O)C(Cl)Cl)c1ccc(OC(=O)c2ccco2)cc1 | 84 | 102 | 89 | 106 | 93 | 114 | 92 | 85
Cc1ccccc1NCSC(=S)N(C)C | 84 | 100 | 78 | 97 | 97 | 89 | 96 | 77
OCCN(CCO)c1ccccc1 | 70 | 113 | 85 | 83 | 80 | 125 | / | 139
O=C1Nc2c(c(=O)n(-c3ccccc3)c3ccccc23)C(c2ccc(Cl)cc2)N1 (stereo not given) | 78 | 87 | 82 | 84 | 90 | 76 | 79 | /
Cc1cc(C(=O)CSc2nc3ccccc3c(=O)[nH]2)c(C)n1C | / | 95 | 118 | 94 | 92 | 43 | 87 | 73
Cn1c(=O)c2[nH]c(CCCCC(=O)O)nc2n(C)c1=O | 112 | 131 | 102 | 108 | 91 | 103 | 76 | 89
Oc1ccc(/C=N/c2n[nH]c(Nc3ccccc3)n2)cc1 | 91 | 99 | 108 | 117 | 108 | 111 | 102 | 116
CN(C)c1cccc2c(S(=O)(=O)/N=C(\N)Nc3nc4ccccc4s3)cccc12 | / | 71 | 61 | 41 | 62 | 52 | 69 | 60
c1ccc(-c2nn(-c3ccccc3)[n+](-c3cccc4ccccc34)n2)cc1 | 4.5* | 12 | 19 | 42 | 0.1* | 23 | 19 | -13*
CC1(C)C(C#N)(C#N)C1(C#N)C#N | 89 | / | 91 | 107 | 98 | 96 | 90 | /
CCCCCCCCCC(=O)NO | 77 | / | 73 | 107 | 104 | 103 | 23 | 114
C(=Nc1cccc2ccccc12)Nc1cccc2ccccc12 | 103 | 95 | 105 | 89 | 93 | 97 | 85 | 76
O=C(NCn1c(=O)[nH]c2ccccc2c1=O)N(c1ccccc1)c1ccccc1 | / | 92 | 102 | 90 | 100 | 98 | 106 | 93
S=C(NCc1ccccc1)c1ccccc1 | 93 | 107 | 105 | 103 | 96 | 94 | 100 | 78
Cc1c(Cl)cccc1NC(=O)c1sc2nc3c(cc2c1N)COCC3 | 15 | 60 | 28 | 25 | 30 | 46 | 21 | 36
C=CCC1(C(=O)OCC)CCCCC1=O (stereo not given) | 101 | 100 | 97 | 101 | 127 | 93 | 136 | 90
ClB(Cl)c1ccccc1 | 88 | / | 100 | 99 | 93 | 95 | 90 | /
CC(C)CCC1(CCO)C(=O)N=C(N)NC1=O (stereo not given) | 119 | 110 | 126 | 107 | / | 91 | 105 | 93
CC(C)(C)NCCC(O)c1cc(C(F)(F)F)nc2c(C(F)(F)F)cccc12 (stereo not given) | 121 | 87 | 90 | 68 | 96 | 58 | 95 | 40
Cc1ccc(S(=O)(=O)NCCc2ccccc2)cc1 | 101 | 106 | 96 | 96 | 97 | 95 | 94 | 97
CC(C)C1CCC(C)C(SCCO)C1 (stereo not given) | 102 | 97 | 92 | 80 | 97 | 93 | 94 | 88
COc1ccc(-c2cc3c(=N)n(NC(=O)c4ccccc4)cnc3o2)cc1 | 96 | 101 | 103 | 103 | 103 | 103 | 105 | 116
CCc1ccc(C2=NN(c3ccc(S(N)(=O)=O)cc3)C(c3cccc(Cl)c3)C2)cc1 (stereo not given) | 84 | 99 | 69 | 111 | 113 | 79 | 90 | 117
CC(C#N)Oc1cccc2ccccc12 (stereo not given) | 97 | / | 94 | 97 | 107 | / | / | 95
CN1CCN(c2nc(NN3C(=O)c4cccc5cccc(c45)C3=O)nc(N3CCOCC3)n2)CC1 | 81 | 102 | 88 | 92 | 99 | 100 | 85 | 100
CCOC(=O)/C=C/C(=O)Nc1ccc(C(=O)O)c(O)c1 | / | 91 | 76 | 118 | 108 | 98 | 103 | 113
CCCCNC1=CC(=O)C(NCCCC)=CC1=O | 97 | 114 | 92 | 119 | 98 | 98 | 102 | 109
CC(=O)NCCN | 97 | / | 102 | 108 | 105 | 97 | / | /
COc1ccc(/C=C(/C(=O)N2CCNCC2)c2cc(OC)c(OC)c(OC)c2)cc1O | 3.1* | 84 | 25 | 56 | 9.6* | 42 | 15 | 49
CC(C)c1ccc(C(=O)OCCc2ccccc2)cc1 | 79 | 96 | 81 | 96 | 91 | 75 | 87 | 93
O=C(NN1C(=O)CCC1=O)c1ccc(Nc2ncnc3c2cnn3-c2cccc(Br)c2)cc1 | 133 | 106 | 112 | 101 | 123 | 96 | 123 | 87
CCOC(=O)OC(C)C(=O)OCC (stereo not given) | 88 | 123 | 98 | 96 | 120 | 88 | 97 | 91
O=C(C1=Cc2cccn2Cc2cnnn21)c1ccc(Cl)cc1 | / | 99 | 93 | 79 | 102 | 102 | 120 | 82
C#Cc1cc(OC)c(C(=O)Nc2ccc(F)cc2C(=O)Nc2cccc(S(=O)(=O)C(F)(F)F)c2)cn1 | -43* | 14 | -33* | 16 | -44* | -7.6* | -23* | -66*
COC(=O)CC(=O)C=P(c1ccccc1)(c1ccccc1)c1ccccc1 | / | 88 | 94 | 95 | 85 | 94 | 88 | 58
Nc1nc(Nc2ccccc2SSc2ccccc2Nc2nc(N)nc(C(Cl)(Cl)Cl)n2)nc(C(Cl)(Cl)Cl)n1 | 15 | 67 | 47 | -34* | 36 | -42* | 46 | 131
O=C(O)c1cnnc2ccccc12 | 92 | 104 | 99 | 98 | 96 | 100 | 95 | 88
CCN(CC)C(=O)c1ccc(C(C)C)cc1 | 104 | 95 | 106 | 102 | 101 | 106 | 107 | 105
Nc1c(C(=O)Nc2ccc(Br)cc2)sc2nc(-c3cnccn3)cc(-c3cccs3)c12 | 99 | 93 | 100 | 100 | 110 | 107 | 103 | 87
COc1ccc(C2=NOC(CC(=O)N3CCOCC3)C2)cc1OC1CCCC1 (stereo not given) | 99 | 84 | 109 | 103 | 102 | 93 | 104 | 88
Cc1ccc(-c2nc(N3CCN(C(=O)c4ccc(OC(F)(F)F)cc4)CC3)c3ccccc3n2)cc1 | 79 | 88 | 57 | 99 | / | 72 | 75 | 103
NCC1CC1 | 84 | / | 80 | 104 | 100 | 97 | / | 103
C=CCc1c(O)c(C=O)c(OC)c2c(=O)cc(-c3ccccc3OC)oc12 | 88 | 69 | 76 | 93 | 81 | 81 | 87 | 71
CC(Oc1ccc(NC(=O)c2cccs2)cc1)C(=O)c1ccc(Cl)cc1 (stereo not given) | 70 | / | 77 | 94 | 62 | 72 | 58 | 69
Cc1c(OCC(F)(F)F)ccnc1CNc1ccc(C2=CC(c3ccccc3O)N=C(N)N2)cc1 (stereo not given) | 76 | 95 | 78 | 97 | 82 | 79 | 81 | 101
O=C(O)c1cc2cccc(O)c2cc1O | 98 | 95 | 99 | 100 | 116 | 103 | 110 | 106
CCCCCCc1cn(C(C)c2ccc(OC3CCCCC3)c(OC)c2)nn1 (stereo not given) | / | / | 66 | 108 | 50 | 74 | 60 | 102

Entries of single compounds as entered above.
Listed for COc1ccc(/C=C(/C(=O)N2CCNCC2)c2cc(OC)c(OC)c(OC)c2)cc1O → SR = 3.1*; EKVX = 84; MOLT-4 = 25; HOP-62 = 56; RPMI-8226 = 9.6*; A549/ATCC = 42; CCRF-CEM = 15; HOP-92 = 49
Listed for COC(=O)CC(=O)C=P(c1ccccc1)(c1ccccc1)c1ccccc1 → SR = /; EKVX = 88; MOLT-4 = 94; HOP-62 = 95; RPMI-8226 = 85; A549/ATCC = 94; CCRF-CEM = 88; HOP-92 = 58

16 structures already listed, sorted by molecular weight, rising.
SMILES | SR | EKVX | MOLT-4 | HOP-62 | RPMI-8226 | A549/ATCC | CCRF-CEM | HOP-92
CO/N=C/c1ccc[n+](C)c1 | 89 | / | 94 | 106 | 107 | 107 | 105 | /
O=C(O)c1cnnc2ccccc12 | 92 | 104 | 99 | 98 | 96 | 100 | 95 | 88
S=C(NCc1ccccc1)c1ccccc1 | 93 | 107 | 105 | 103 | 96 | 94 | 100 | 78
CC(C)CCC1(CCO)C(=O)N=C(N)NC1=O (stereo not given) | 119 | 110 | 126 | 107 | / | 91 | 105 | 93
CCCCNC1=CC(=O)C(NCCCC)=CC1=O | 97 | 114 | 92 | 119 | 98 | 98 | 102 | 109
c1ccc(Cn2cc(CCc3ccncc3)c3ccccc32)cc1 | 107 | 89 | 93 | 115 | 91 | 99 | 100 | 107
COc1ccc(/C=C/C(=O)n2cnc3c(N)ncnc32)cc1OC | 25 | 90 | 49 | 79 | 33 | 83 | 20 | 114
C=CCc1c(O)c(C=O)c(OC)c2c(=O)cc(-c3ccccc3OC)oc12 | 88 | 69 | 76 | 93 | 81 | 81 | 87 | 71
Cc1c(Cl)cccc1NC(=O)c1sc2nc3c(cc2c1N)COCC3 | 15 | 60 | 28 | 25 | 30 | 46 | 21 | 36
COC(=O)CC(=O)C=P(c1ccccc1)(c1ccccc1)c1ccccc1 | / | 88 | 94 | 95 | 85 | 94 | 88 | 58
O=C(NCn1c(=O)[nH]c2ccccc2c1=O)N(c1ccccc1)c1ccccc1 | / | 92 | 102 | 90 | 100 | 98 | 106 | 93
COc1ccc(C2=NOC(CC(=O)N3CCOCC3)C2)cc1OC1CCCC1 (stereo not given) | 99 | 84 | 109 | 103 | 102 | 93 | 104 | 88
CCc1ccc(C2=NN(c3ccc(S(N)(=O)=O)cc3)C(c3cccc(Cl)c3)C2)cc1 (stereo not given) | 84 | 99 | 69 | 111 | 113 | 79 | 90 | 117
N#Cc1c(-c2ccccc2)nc(SCC(O)CN2CCOCC2)nc1N1CCOCC1 (stereo not given) | 85 | 65 | 83 | 48 | 105 | 80 | 88 | 31
Cc1c(OCC(F)(F)F)ccnc1CNc1ccc(C2=CC(c3ccccc3O)N=C(N)N2)cc1 (stereo not given) | 76 | 95 | 78 | 97 | 82 | 79 | 81 | 101
C/C(=N\O)c1ccc(NC(=O)CN2CCN(c3cc4c(cc3F)c(=O)c(C(=O)O)cn4C3CC3)CC2)cc1 | / | 102 | 99 | 91 | 93 | 87 | 98 | 101

Other structures follow.
SMILES | SR | EKVX | MOLT-4 | HOP-62 | RPMI-8226 | A549/ATCC | CCRF-CEM | HOP-92
CSc1cnnc2ccccc12 | 94 | 108 | 87 | 97 | / | 102 | 96 | /
CCCCc1ccc(Nc2nnc(SCC(=O)NC(=O)NCC)s2)cc1 | 9.4* | 110 | 100 | 96 | 85 | 109 | 79 | 61
Oc1ccc(Cl)cc1CNC1CCCCC1 | 96 | 111 | 100 | 103 | 98 | 99 | 96 | 82
C/C(CC(c1ccccc1)c1ccccc1)=N/O | 103 | 99 | 104 | 97 | 99 | 92 | 102 | 76
CC(=O)OCC1OC(OC(C)=O)C(NC(=O)N(CCCl)N=O)C(OC(C)=O)C1OC(C)=O (stereo not given) | 33 | 104 | 95 | 83 | 97 | 91 | 89 | 78
O=C1C=C(NS(=O)(=O)c2ccccc2)C(=O)c2ccccc21 | 126 | 98 | 80 | 100 | / | 105 | 93 | 66
CCOC(=O)c1cccc(NC2=C(Cl)C(=O)c3nc(C)ccc3C2=O)c1 | 37 | 92 | 48 | 112 | 53 | 101 | 15 | 108
CCN1C2CCC1/C(=C\c1ccc(F)cc1)C1=C2[C@@H](c2ccc(F)cc2)C(C#N)=C(N)O1 (stereo not given in full) | / | 87 | 88 | 97 | 84 | 93 | 92 | 91
C/C(=C(/C)C1CC1CCNS(=O)(=O)c1ccc(C)cc1)C1CCCCC1 (stereo not given) | 104 | 88 | 85 | 104 | 92 | 86 | 92 | /
S=C(N/N=C/c1ccc(Cl)c(Cl)c1)Nc1cccc2ccccc12 | 81 | 90 | 98 | 85 | 98 | / | 80 | 108
